Assay outcomes from PubChem.
SNCA expr inhib: SNCA gene expression inhibition; HEK-293 SNCA-luciferase knock-in, luminescence, 24 h; Potency, µM (titrated, usually from 57.2 µM), without a hit: at the top dose activity change, negative = inhibition, most hits filed as inhibitors; 0.17% of 140,000 active; AID 1671194;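 also: potency is read from the fitted curve at half-maximal effect; plate controls were DMSO cells for no effect and cell-free wells for full effect; nearly all actives have a fitted effect of over 45% in size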
GPT2 inh: inhibitors of human GPT2 alanine aminotransferase; Recombinant GPT2, coupled pyruvate oxidase/HRP Amplex Red fluorescence; Potency, µM (series often up to 57.7 µM), for inactives: at the top dose activity change, negative = inhibition, usual class: inhibitors; 0.25% of 100,000 active; AID 1671188; also: potency is read from the fitted curve at half-maximal effect; nearly all actives have a fitted effect of over 60% in size; many of its hits are not listed in these tables
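Inhibition is scored from Amplex Red fluorescence generated when pyruvate oxidase and HRP act on pyruvate released by GPT2. Reactions contain 10ng/uL enzyme, 250uM a-KG and 2mM L-alanine and run 30 min at room temperature.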
HEK293 tox: HEK 293 cell cytotoxicity; 6.6% of 94,000 active; HEK 293 viability, ATP luminescence (CellTiter-Glo), 48-72 h; AID 1345083; Potency, µM (doses to about 115 µM), inactives show at the highest dose activity change, negative = cytotoxicity, most hits filed as inhibitors; also: potency is read from the fitted curve at half-maximal effect; nearly all actives have a fitted effect of over 60% in size
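250 HEK 293 cells/well; compound by pintool; incubated 48 or 72 hr at 37 degree Celsius; CellTiter-Glo added, 10 min RT, luminescence imaged.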
IP6K1 inhibitor: blocks human inositol hexakisphosphate kinase 1 | Q92551 | IP6K1 kinase, ADP-Glo luminescence, 2 h; active compounds read low | activity change, % (series mostly up to about 58 µM) | 0.81% of 140,000 active | AID 1645851; in the data active = activity change below about -25%
Target sequence (Q92551 whole entry, looked up): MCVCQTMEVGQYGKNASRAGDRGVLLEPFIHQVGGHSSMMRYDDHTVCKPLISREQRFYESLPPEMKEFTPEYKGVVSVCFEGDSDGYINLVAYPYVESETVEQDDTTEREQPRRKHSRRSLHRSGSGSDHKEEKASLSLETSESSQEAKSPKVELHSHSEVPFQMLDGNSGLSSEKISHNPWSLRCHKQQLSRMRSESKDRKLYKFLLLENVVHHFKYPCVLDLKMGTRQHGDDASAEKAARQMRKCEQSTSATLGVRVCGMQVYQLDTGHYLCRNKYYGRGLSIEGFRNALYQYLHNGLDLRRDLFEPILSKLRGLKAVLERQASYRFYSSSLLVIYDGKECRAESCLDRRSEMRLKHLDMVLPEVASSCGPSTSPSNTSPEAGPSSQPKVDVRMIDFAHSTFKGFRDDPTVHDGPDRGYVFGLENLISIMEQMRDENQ
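ADP-Glo luminescence measures ADP made by human IP6K1 during a 2 h RT reaction with ATP/IP6 (mix at 1.3 mM/130 uM); top library doses 57.5 and 19.1 uM final.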
Luciferase inh: inhibitors of firefly (Photinus pyralis) luciferase; 2.5% of 76,000 active; purified P. pyralis luciferase, luminescence, biochemical; Potency, µM (highest dose often 115 µM), without a hit: at the top dose activity change, negative = inhibition, usual class: inhibitors; P08659; also: potency is read from the fitted curve at half-maximal effect; nearly all actives have a fitted effect of over 65% in size
Target sequence (P08659 whole entry, looked up): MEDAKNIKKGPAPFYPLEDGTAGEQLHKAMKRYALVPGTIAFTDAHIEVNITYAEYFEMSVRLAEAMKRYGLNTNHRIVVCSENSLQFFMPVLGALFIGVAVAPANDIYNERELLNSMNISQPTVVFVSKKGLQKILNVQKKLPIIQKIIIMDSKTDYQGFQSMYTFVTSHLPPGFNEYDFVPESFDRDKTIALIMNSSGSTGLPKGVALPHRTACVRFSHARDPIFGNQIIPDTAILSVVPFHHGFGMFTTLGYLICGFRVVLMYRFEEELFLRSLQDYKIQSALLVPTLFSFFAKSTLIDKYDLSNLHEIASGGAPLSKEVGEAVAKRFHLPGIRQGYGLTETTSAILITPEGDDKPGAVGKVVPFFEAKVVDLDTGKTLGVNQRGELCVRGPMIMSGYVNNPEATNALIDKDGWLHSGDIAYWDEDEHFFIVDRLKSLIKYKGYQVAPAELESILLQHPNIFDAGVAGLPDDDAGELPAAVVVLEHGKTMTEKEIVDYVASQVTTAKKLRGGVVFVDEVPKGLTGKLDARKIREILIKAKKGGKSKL
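Purified P. pyralis luciferase (10nM final) in 50mM Tris acetate pH 7.5, 10mM Mg acetate, 0.01% Tween-20, 0.05% BSA with 10uM D-luciferin and 10uM ATP. Compounds titrated qHTS. Luminescence imaged on CCD.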
3T3 cytotox: NIH 3T3 cell cytotoxicity. NIH 3T3 viability, CellTiter-Glo ATP luminescence, 48-72 h. Potency, µM (top dose mostly 96.7 µM), for inactives: top-dose activity change, negative = cytotoxicity, most hits filed as inhibitors. 4.3% of 94,000 active. AID 1345082; also: potency is read from the fitted curve at half-maximal effect; nearly all actives have a fitted effect of over 55% in size
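NIH 3T3 cells at 400 cells/well received 23 nL of compound by pintool and were incubated 48 or 72 h at 37 °C. Viability was read as ATP-coupled CellTiter-Glo luminescence.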
SNCA viab count: counter-screen for SNCA expression inhibitors: cell viability | HEK-293-SNCA-luc viability, GF-AFC fluorescence, 24 h | Potency, µM (doses to about 57.1 µM), without a hit: at the highest dose activity change, negative = cytotoxicity, most hits filed as cytotoxic | 0.12% of 150,000 active | AID 1671193;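 also: potency is read from the fitted curve at half-maximal effect; 0% = DMSO-treated cells and -100% = medium-only wells without cells; nearly all actives have a fitted effect of over 30% in size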
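HEK-293-SNCA-luc cells (1500/well) plated 24 h, then exposed 24 h to a dilution series; GF-AFC added 30 min at 37C, fluorescence 405/540 nm; normalised to medium-only and DMSO wells, Hill fit.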
Starred values were filed as active, the others as inactive; i = inactive; u = inconclusive; x = no result given; & = joins results of further samples; [ ] = dose if it differs, or a comment. Unless noted, calls follow the shape of the dose curve; as a rule, active = well fitted curve in the direction sought with a large enough effect; inconclusive = small, poorly fitted or top-dose-only effect, or another doubt; inactive = no such curve, though single readings can be large; an effect the other way counts as inactive or inconclusive. Unless noted, % is scaled to controls: 0 for no effect and ±100 for the full control effect. Not all compounds are listed; rates above refer to the full screens.

#	compound	SNCA expr inhib	GPT2 inh	HEK293 tox	IP6K1 inhibitor
1	Cc1ccccc1-n1c(SCC(=O)Nc2ccc(Cl)cc2Cl)nc(O)cc1=O	-4.7%	x	x	9.7
2	Cc1nc2c(c(-c3ccc(O)cc3)n1)CN(Cc1ccsc1)CCC2	20.2%	u	u	17.9
3	CC1=C(C(=O)Nc2ccccc2Br)C2(CCC(C)CC2)OC1=O (stereo not given)	10.1%	x	x	15.9
4	COCCNC(=O)CC[C@]12CC[C@](C)(O)C[C@H]1C(C)(C)C[C@@H]2NC(=O)c1ccco1	6.1%[87.6 µM]	-8.5%[88.5 µM]	1.8%[172 µM]	5.4
5	O=C(c1ccncc1)N1CCCC2(COc3ccccc3[S+](=O)([O-])N2)C1 (stereo not given)	-19.3%	-4.5%	i	-0.7
6	COc1ccc(C2Cn3cnc(C(=O)N4CCC(C(=O)Nc5ccc(F)cc5C)CC4)c3CO2)cc1 (stereo not given)	48.1%[activator]	-0.6%	-9.3%	-5.8
7	CN1C[C@H](O)C[C@H]1c1nnc2n1CCN(C(=O)C1CCCC1)CC2	3.4%	1.7%	-14.0%	-1.3
8	CC(C)C1C(OC(=O)/C=C/c2ccccc2)CC2(C)OC2CCC2(C)OC2C1O (stereo not given)	x	-28.0%[27.3 µM]	x	0.3

#	Luciferase inh	3T3 cytotox	SNCA viab count
1	x	x	11.1%
2	0.4%	u	-0.1%
3	x	x	-8.0%
4	1.9%[172 µM]	4.0%[174 µM]	-1.8%[87.6 µM]
5	x	i	-0.8%
6	u	-0.6%	11.1%
7	-9.2%	-8.0%	10.0%
8	x	x	-15.5%

(next part)
#	compound	SNCA expr inhib	GPT2 inh	HEK293 tox	IP6K1 inhibitor
9	CC(C)(C)NC(=O)N1CCOc2ccc(CN3CCc4ccccc4C3)cc2C1	-8.7%	2.4%	u	0.2
10	Cc1ccc(S(=O)Cc2nc(-c3ccc(C(=O)NCc4cccc(C)c4)cc3)oc2C)cc1 (stereo not given)	-14.4%	x	x	-3.1
11	NC(=O)c1cccc(-c2ncc3c(n2)OCCN(Cc2ccccc2)C3=O)c1	-5.6%[87.6 µM]	0.1%[88.5 µM]	u	-5.8
12	Cc1ccccc1C(=O)N1CCC2(CC1)CN(c1ncccn1)CC2CO (stereo not given)	-25.1%	4.2%	-0.1%	11.7
13	O[C@H]1CC[C@@H](Cc2cc(-c3ccccc3)on2)O[C@@H]1CNC1CCNCC1	162.2%[activator][87.6 µM]	-14.7%[88.5 µM]	u	-11.6
14	COc1cccc(CN2CCOC3(CCN(Cc4ccc(C#N)cc4)CC3)C2=O)c1	-27.3%[87.6 µM]	1.2%[88.5 µM]	u	11.4
15	CCCn1ccnc1-c1c(-c2ccccc2)ncn1CC(O)COCC (stereo not given)	13.9%	1.6%	-9.1%	11.0
16	Cc1cccc(NC(=O)Cn2cc(C(=O)c3ccco3)c3ccccc32)c1	-29.7%	x	x	-0.1

#	Luciferase inh	3T3 cytotox	SNCA viab count
9	-2.5%	-20.2%	-0.5%
10	x	x	18.2%
11	-12.7%[172 µM]	u	-10.8%[87.6 µM]
12	-9.5%	-7.9%	1.3%
13	-0.1%[172 µM]	-28.0%[174 µM]	5.4%[87.6 µM]
14	-0.6%[172 µM]	u	-24.4%[87.6 µM]
15	-2.2%	4.2%	9.6%
16	x	x	u

Later entries:
#	compound	SNCA expr inhib	GPT2 inh	HEK293 tox	IP6K1 inhibitor
17	COc1cccc(-c2nnc(SCC(=O)N3CCCCC3)o2)c1	111.6%[activator]	x	x	-7.6
18	Cc1cc(Cl)ccc1OCC(=O)N1CCc2n[nH]c(=O)n2CC1	30.8%	-1.7%	i	-14.4
19	COCC(=O)N[C@@H]1CN(Cc2ccccc2C(F)(F)F)C[C@H]1CO	-25.4%	i	-25.7%	-4.1
20	COc1ccc(N2CCN(c3ncnc4c3nnn4C)CC2)cc1	-15.8%	x	x	15.9
21	CC(C)(C)C1CCc2nc(NC(=O)c3ccc([N+](=O)[O-])cc3)sc2C1 (stereo not given)	-22.9%	x	x	19.8
22	COCCN1C(=O)CS(=O)(=O)C12CCN(C(=O)CCc1ccccc1OC)CC2	-8.5%	i	-14.4%	-0.9
23	CN1C(=O)C(CC(=O)N2CC(n3cccn3)C2)(Cc2ccccc2)c2ccccc21 (stereo not given)	-6.5%	u	-1.1%	10.2
24	COc1nc2nc(CC3CC3)n(C)c2cc1-c1ccnc(C)c1	13.8%[87.6 µM]	-5.7%[88.5 µM]	u	9.2

#	Luciferase inh	3T3 cytotox	SNCA viab count
17	x	x	5.6%
18	-3.8%	-8.6%	5.9%
19	-14.4%	-15.5%	-19.3%
20	x	x	-6.3%
21	x	x	2.9%
22	-6.0%	-19.5%	9.4%
23	3.7%	-10.8%	4.7%
24	-12.0%[172 µM]	u	-5.2%[87.6 µM]

(further entries)
#	compound	SNCA expr inhib	GPT2 inh	HEK293 tox	IP6K1 inhibitor
25	Cc1ccc(NC(=O)N2CCC(OC3CCN(S(C)(=O)=O)CC3)CC2)cc1Cl	-9.7%	i	u	-3.6
26	COc1ccc(-c2nc(CC3CCN(C(=O)c4cc(C)n(C)n4)C3)no2)cc1 (stereo not given)	13.0%	i	u	7.3
27	COc1ccccc1NC(=O)N1CCCC(Cn2c(C)nc3cccnc32)C1 (stereo not given)	u	-5.3%	3.0%	5.0
28	CCOc1ccc(Cn2c(=O)oc3ccccc32)cc1	5.0%	x	x	-9.3
29	COc1cc(Cl)c(CN2C[C@H](NC(C)=O)[C@@H](C3CC3)C2)c(OC)c1	5.1%	-31.3%	-27.0%	21.2
30	O=S(=O)(NCc1ccc(Cl)cc1)c1ccc(-c2cnc(C3CC3)o2)cc1	-2.1%	x	x	-7.6
31	Cn1ccc(C(=O)N2CC(COc3ccccc3)C3(C2)CN(c2ccccc2)C3)n1 (stereo not given)	-8.7%[87.6 µM]	-15.4%[88.5 µM]	u	-1.1
32	O=C1CCN(C(=O)C2CCN(C(=O)NCc3ccccc3)CC2)CCCCCCN1	7.0%	2.7%	i	3.1

#	Luciferase inh	3T3 cytotox	SNCA viab count
25	-4.2%	u	4.5%
26	-16.4%	u	-23.2%
27	-3.2%	i	2.3%
28	x	x	8.3%
29	8.8%	-19.5%	10.0%
30	x	x	5.8%
31	-3.4%[172 µM]	100µM*	2.9%[87.6 µM]
32	3.4%	-5.6%	4.2%

(further entries)
#	compound	SNCA expr inhib	GPT2 inh	HEK293 tox	IP6K1 inhibitor
33	NCCCC(N)(C(=O)O)C(F)F (stereo not given)	1.0%	2.6%	x	14.8
34	O=C(NCCc1cnccn1)[C@H]1CNC[C@@H](C(=O)N2CCOCC2)C1	11.6%	-1.7%	-1.6%	1.2
35	COc1ccccc1-c1noc(-c2ccc(NCc3ccco3)c([N+](=O)[O-])c2)n1	146.3%[activator]	x	x	7.0
36	O=C(NC1CCN(C(=O)N2CC3CC(C2)[C@H]2CCCC(=O)N2C3)CC1)c1ccccn1 (stereo not given in full)	4.5%	-3.4%	2.1%	1.8
37	CC(NC(=O)OCc1ccccc1)c1nc2cccnc2n1C1CCCCC1 (stereo not given)	-6.7%&9.7%	-18.6%	u	0.0&-15.7
38	CC(C)CC(=O)N1CCCN(C(=O)C2CC2)c2ccccc21	-15.4%	i	i	-13.3
39	CCc1ccccc1NC(=O)CN(c1ccccc1)S(=O)(=O)c1ccsc1C(=O)OC	-14.5%	x	x	-1.8
40	Cn1cc(S(=O)(=O)N2CCCCCC2)cc1C(=O)Nc1ccccc1F	-8.4%	x	x	-0.4

#	Luciferase inh	3T3 cytotox	SNCA viab count
33	x	x	-4.6%
34	12.7%	4.4%	-1.4%
35	x	x	9.1%
36	-1.8%	0.5%	2.4%
37	-5.5%	u	-7.9%&-12.7%
38	2.2%	i	-5.3%
39	x	x	-17.2%
40	x	x	16.7%

Later entries:
#	compound	SNCA expr inhib	GPT2 inh	HEK293 tox	IP6K1 inhibitor
41	CC(C)NC(=O)NC[C@H]1O[C@@H](CC(=O)N2CCc3ccccc32)[C@H](O)[C@@H]1O	7.0%[87.6 µM]	i	-11.6%[172 µM]	-0.9
42	O=C(NC1CCN(c2ccc3nnc(C4CC4)n3n2)C1)c1ccc(C(F)(F)F)cc1 (stereo not given)	x	x	-11.8%	0.2
43	COc1ccc(C2N=C(N)Nc3nc4ccccc4n32)cc1 (stereo not given)	2.1%	x	x	-2.6
44	O=C(c1ccc(Cl)cc1)N1CC2(CCCN(Cc3ccccn3)C2)Cc2ccccc21 (stereo not given)	u	i	31.6µM*	-1.9
45	Cc1ccc(C)n1-c1nnc(N2CCC(C(=O)Nc3ccccc3Br)CC2)s1	-10.3%	x	x	-0.5
46	COc1ccc(CCNC(=O)Cn2c(=O)nc(-c3ccccc3F)c3cc(Cl)ccc32)cc1OC	106.4%[activator]	x	x	23.6
47	O=C([C@@H]1C[C@H](Oc2cccnc2)CN1C(=O)c1ccccn1)N1CCOCC1	-13.9%	i	2.1%	0.0
48	CC[C@H]1CN(S(C)(=O)=O)CC[C@H]1CC(=O)NCCOC	-1.9%[87.6 µM]	i	-1.2%[172 µM]	-8.2

#	Luciferase inh	3T3 cytotox	SNCA viab count
41	-11.3%[172 µM]	u	-0.6%[87.6 µM]
42	x	-19.0%	x
43	x	x	-0.2%
44	x	u	-28.4%
45	x	x	-12.0%
46	x	x	8.1%
47	-15.2%	-4.9%	-8.7%
48	12.3%[172 µM]	1.8%[174 µM]	-0.5%[87.6 µM]

Further compounds.
#	compound	SNCA expr inhib	GPT2 inh	HEK293 tox	IP6K1 inhibitor
49	Cn1ccc2cc(S(=O)(=O)N3CCCC(C(=O)NCc4ccc(F)cc4)C3)ccc21 (stereo not given)	-6.1%	x	x	-13.6
50	CCc1ccc(NC(=O)Nc2ccccc2OCc2cc(=O)n3ccccc3n2)cc1	0.4%	x	x	-5.3
51	Cc1cccc(C(=O)N2CCC(Oc3ncccc3C(N)=O)C2)c1 (stereo not given)	25.5%	-10.0%	-1.5%	24.0
52	CCc1ccccc1N1C(=O)N(C)c2ccccc2S1(=O)=O	-7.4%	x	x	7.4

#	Luciferase inh	3T3 cytotox	SNCA viab count
49	x	x	11.0%
50	x	x	2.7%
51	0.7%	-13.9%	2.6%
52	x	x	-11.0%
